High-throughput results from PubChem.
BRCT inh red: BRCT-phosphoprotein interaction inhibition (red fluorophore); actives 0.03% (n = 75,000); BRCT-phosphopeptide binding, red fluorescence polarization; Potency, µM (top dose mostly 76.9 µM), for inactives: top-dose activity change, negative = inhibition, actives largely listed as inhibitors; P38398; note: % is set by controls: 0 for no effect and ±100 for the full control effect
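Rhodamine-labelled pBACH1 10-mer (100 nM) bound to BRCT domain (100 nM) at pH 7.3; compounds incubated 12 min room temperature, polarization read. Free peptide defines full inhibition; unlabelled decapeptide titrated as control.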
A350 fluor: A350 region autofluorescence; actives 11% (n = 59,000); Compound autofluorescence, 340/450 nm, Alexa 350 dye-equivalents; hits give high values; AID 590; max dye-equivalent concentration, M; in the data active = max dye-equivalent concentration above about 10 nM; inconclusive = mostly about 1.1 nM to 9.6 nM
USP2a inhib: inhibitors of human ubiquitin-specific protease USP2a. USP2a enzymatic assay, qHTS inhibition. Potency, µM (highest dose often 38.3 µM), for the others: at the top dose activity change, negative = inhibition, hits mostly inhibitors. actives 0.1% (n = 60,000);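 note: potency is the fitted concentration of half-maximal effect; nearly all actives have a fitted effect of over 60% in size; plate controls were DMSO for no effect and NEM full inhibition control for full effect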
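Inhibition is measured in a cell-free coupled assay with 20 nM USP2 core, 20 nM Ub-PLA2 and 20 uM NBD C6-HPC, 2.5 h incubation. Activity normalized to NEM control.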
HEK293 cAMP cs: parental HEK293 cAMP activation (counter-screen) | parental HEK293 CNG cAMP sensor, membrane potential fluorescence | Potency, µM (top dose mostly 57.1 µM), without a hit: top-dose activation, actives largely listed as activators | actives 2.5% (n = 73,000) | AID 938; note: potency is the fitted concentration of half-maximal effect; % of control where 0% means no effect; nearly all actives have a fitted effect of over 55% in size
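Counterscreen for endogenous-receptor signalling: CNG-channel HEK 293 cells report cAMP rise by membrane depolarization. After 60 min dye equilibration with 100 uM RO 20-1724, compounds incubated 30 min before bottom-read fluorescence at 590 nm.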
UbGFP stabilizer: inhibits proteasome, raising ubiquitin-GFP reporter fluorescence | Potency, µM (highest dose often 45.9 µM), without a hit: top-dose activation (GFP accumulation), hits mostly activators | Ubiquitin-GFP reporter cells, proteasome inhibition, GFP fluorescence; response scale: untreated = 0%, 10 µM MG-132 = 100% | 67,000 tested, under 10 active; active = well fitted activation curve with a large enough effect, not every such curve was filed as active; inconclusive = small, poorly fitted or top-dose-only effect, or another doubt; inactive = no such curve, though single readings can be large or run the other way; note: potency is the fitted concentration of half-maximal effect
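U2OS cells expressing ubiquitin(G76V)-GFP, seeded overnight in 0.5% FBS medium, then treated 4 hr at 37 C across 46 uM to 2.9 nM. GFP-positive cells counted by laser cytometry (488 ex/515 em); %activity scaled between basal and 10 uM MG-132.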
Caspase-7 inhib: blocks human caspase-7 allosterically or competitively; recombinant caspase-7, Ac-DEVD-AFC fluorescence rate; P55210; Potency, µM (series often up to 57.5 µM), inactives show at the top dose activity change, negative = inhibition, actives largely listed as inhibitors; actives 0.02% (n = 75,000); AID 889; active = well fitted inhibition curve with a large enough effect in the main read-out, with a control signal flat, not every such curve was filed as active; inconclusive = small, poorly fitted or top-dose-only effect, or a change in a side signal; note: potency is the fitted concentration of half-maximal effect; % of control where 0% means no effect
Target sequence (P55210 24-198 limits assumed): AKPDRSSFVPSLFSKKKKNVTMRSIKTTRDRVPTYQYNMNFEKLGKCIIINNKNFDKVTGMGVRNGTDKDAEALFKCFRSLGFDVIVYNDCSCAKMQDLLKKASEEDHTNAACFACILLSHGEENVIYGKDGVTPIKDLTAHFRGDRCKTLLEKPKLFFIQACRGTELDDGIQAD
Target sequence (P55210 207-303 limits assumed): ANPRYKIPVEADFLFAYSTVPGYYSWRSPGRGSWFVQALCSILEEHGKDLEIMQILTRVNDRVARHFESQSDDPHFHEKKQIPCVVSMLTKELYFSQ
4MU fluor: 4-MU region autofluorescence | compound autofluorescence, 340/450 nm, 4-MU equivalents; hits give high values | max dye-equivalent concentration, M | actives 11% (n = 59,000) | AID 589; in the data active = max dye-equivalent concentration above about 10 nM; inconclusive = mostly about 1.1 nM to 9.6 nM
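Compounds in 100 mM Tris, pH 8.0, incubated 15 min at room temperature, then fluorescence read at 340 nm excitation/450 nm emission. Signal converted to 4-MU dye-equivalent concentration using an on-plate six-point 4-MU standard curve.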
Fluorescein fluor: fluorescein region autofluorescence; max fluorescein-equivalent concentration, M; AID 593; Compound autofluorescence, 480/540 nm, fluorescein-equivalent; hits give high values; actives 0.91% (n = 59,000); in the data active = max fluorescein-equivalent concentration above about 10 nM; inconclusive = between about 1.1 nM and that limit
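Spectral profiling of library compounds in the fluorescein window (480 nm excitation, 540 nm emission) after 15 min at room temperature in pH 8.0 Tris (100 mM). Values are dye-equivalent concentrations.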
GFP derepression: epigenetic GFP locus derepression in mouse cells. mouse C127i GFP locus derepression, cytometry, 30 h. Potency, µM (series often up to 46.1 µM), inactives show at the highest dose GFP derepression (activation). actives 0.09% (n = 68,000). AID 597; note: % of control where 0% means no effect
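Derepression screen: silenced CMV-GFP reporter in murine C127i cells, 30 h compound incubation at 37 C, washed cells imaged by laser-scanning cytometer to enumerate GFP-expressing objects of 20 to 120 um.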
Casp1 inh: caspase-1 (human) inhibition, allosteric or competitive; P29466; Caspase-1 enzyme, Ac-WEHD-AFC fluorogenic rate; Potency, µM (series often up to 57.5 µM), without a hit: top-dose activity change, negative = inhibition, most hits filed as inhibitors; actives 0.03% (n = 75,000); AID 900;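 note: potency is the fitted concentration of half-maximal effect; plate controls were vehicle for no effect and no substrate for full effect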
Target sequence (P29466 120-297 limits assumed): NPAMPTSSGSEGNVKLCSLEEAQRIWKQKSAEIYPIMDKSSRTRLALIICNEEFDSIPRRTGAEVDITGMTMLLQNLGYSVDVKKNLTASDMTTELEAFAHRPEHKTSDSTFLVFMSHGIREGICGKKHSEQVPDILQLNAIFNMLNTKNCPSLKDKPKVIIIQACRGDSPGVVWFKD
Target sequence (P29466 317-404 limits assumed): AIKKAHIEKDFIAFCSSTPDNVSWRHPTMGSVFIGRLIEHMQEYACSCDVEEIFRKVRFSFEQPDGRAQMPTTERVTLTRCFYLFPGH
BRCT PPI green: BRCA1 BRCT-phosphoprotein interaction inhibition; P38398; BRCA1 BRCT-phosphopeptide binding, green fluorescence polarization; Potency, µM (doses to about 76.9 µM), for the others: at the highest dose activity change, negative = inhibition, usual class: inhibitors; actives 0.05% (n = 75,000);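 note: potency is the fitted concentration of half-maximal effect; plate controls were peptide without protein for full effect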
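Fluorescence polarization: His-tagged BRCT (~35 kDa BRCA1 C-terminus, 250 nM) bound to 100 nM fluorescein-labeled phosphorylated 10-aa BACH1 peptide, pH 7.3 phosphate buffer with DTT and Tween 20. Compounds incubated 12 min at room temperature; inhibition read as lowered polarization.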
Starred values were filed as active, the others as inactive; i = inactive; ? = inconclusive; nt = no result given; [ ] = dose if it differs, or a comment. Unless noted, calls come from the whole dose curve; as a rule, active = well fitted curve in the direction sought with a large enough effect; inconclusive = small, poorly fitted or top-dose-only effect, or another doubt; inactive = no such curve, though single readings can be large; an effect the other way counts as inactive or inconclusive. The list is partial. The share of hits here may be higher or lower than overall.

Compound | BRCT inh red | A350 fluor | USP2a inhib | HEK293 cAMP cs | UbGFP stabilizer | Caspase-7 inhib | 4MU fluor | Fluorescein fluor | GFP derepression | Casp1 inh | BRCT PPI green
O=C(Nc1nc2ccccc2[nH]1)C1CC(=O)N(c2ccc3c(c2)OCCO3)C1 (stereo not drawn) | 0.1% | i | 35.0%[activator] | 3.1% | 2.0% | -10.8% | i | ? | -4.6% | 0.1% | -0.9%
O=C(CCc1ccc(O)cc1)c1c(O)cc(O)cc1O[C@H]1OC(CO)C(O)C(O)C1O (stereo partly drawn) | 0.8% | nt | -7.2% | nt | nt | -0.7% | nt | nt | nt | 1.8% | -2.5%
CCOC(=O)c1ccccc1NC(=O)CN(c1ccccc1)S(=O)(=O)N(C)C | 1.0% | i | 9.7% | ? | -3.8% | -6.2% | i | i | 4.3% | -1.5% | 1.3%
O=C(O)/C=C/c1ccc(O)c(O)c1 | -2.2% | ? | -1.2% | nt | nt | -1.1% | ? | i | 0.0%[20.6 µM] | -2.4% | 2.2%
O=CC(=O)c1ccccc1 | -0.6% | nt | nt | 26.5% | nt | -2.3% | nt | nt | nt | -0.6% | -8.2%
CCC(C)(C)NC(=O)C(c1ccc(C)o1)N(Cc1cccs1)C(=O)Cn1nnc2ccccc21 (stereo not drawn) | -0.5% | i | 13.6% | 15.8µM* | -4.2% | 0.4% | i | ? | -2.3% | -0.1% | -9.0%
CCN(CC)S(=O)(=O)c1ccc(C(=O)Oc2ccc3c(c2)OCO3)cc1 | -2.3% | i | -8.8% | ? | -3.0% | -1.0% | i | i | 0.2% | -1.4% | -0.6%
O=C(OCCOc1ccccc1Cl)c1ccc(-n2cnnn2)cc1 | 0.9% | i | 1.2% | 39.8µM* | -1.1% | -2.3% | i | ? | -3.3% | -4.9% | 1.2%
CCOC(=O)C1CCN(C(=O)CCCN2C(=O)c3ccccc3C2=O)CC1 | 0.3% | i | 4.1% | 0.4% | 3.1% | 1.6% | i | ? | -2.0% | 1.6% | -4.6%
CCOC(=O)c1cc(CC)sc1NC(=O)Cc1ccsc1 | -1.1% | i | -10.7% | ? | -1.9% | -2.1% | i | i | 9.6% | -2.5% | 1.9%

Other structures:
Compound | BRCT inh red | A350 fluor | USP2a inhib | HEK293 cAMP cs | UbGFP stabilizer | Caspase-7 inhib | 4MU fluor | Fluorescein fluor | GFP derepression | Casp1 inh | BRCT PPI green
O=C(c1cccc(F)c1)N1CCC2(CC1)CN(c1ccncc1)C2 | -2.0% | i | 3.9% | 4.1% | -9.3% | 0.6% | i | i | -2.3%[9.22 µM] | -5.0% | -3.0%
Cc1ccc(-c2nnn(CC(=O)N(CC3CCCO3)C(C(=O)NC(C)(C)C)c3ccc(F)cc3)n2)o1 (stereo not drawn) | -0.2% | i | 10.9% | ? | -5.7% | -0.6% | i | i | -1.3% | -3.3% | -1.9%
Cn1c(=O)c2[nH]c(/N=N\N3CCN(CCO)CC3)nc2n(C)c1=O | 0.5%[15.4 µM] | ? | nt | 2.9%[11.4 µM] | -1.8%[9.17 µM] | 1.1%[11.5 µM] | i | ? | 3.4%[9.22 µM] | 1.4%[11.5 µM] | -1.4%[15.4 µM]
Cc1ccc(C2/C(=C(\O)c3c(C)nc4ccccn34)C(=O)C(=O)N2CCCN2CCOCC2)o1 (stereo not drawn) | -0.7% | i | 4.6% | 3.3% | nt | -3.5% | i | ? | 5.0% | -3.5% | -2.8%
COC(=O)c1cc(OC)c(OC)cc1NC(=O)CN1CCCCC1 | 0.0% | i | -5.9% | 4.9% | -2.7% | -2.2% | i | i | -1.6% | -3.1% | -2.1%
N#C/C(C(=O)NCc1ccco1)=C1/SC=C(c2ccccc2)N1c1ccccc1 | 0.9% | nt | 14.4% | 15.4% | -6.2% | -4.4% | nt | nt | 2.5% | -2.0% | -0.9%
Cc1cccc2cc(C#N)c(N3CCN(C)CC3)nc12 | -0.5% | 7.67e-08M* | 40.6%[activator] | 15.8µM* | 5.7% | -8.9% | 7.75e-08M* | i | -3.8% | -11.2% | -1.1%
COc1cccc(Cn2nnc(C(=O)Nc3cc(C)ccc3OC)c2N)c1 | 0.1% | nt | nt | 5.6% | -4.1% | -2.7% | nt | nt | nt | -2.0% | -0.2%
OC[C@@H]1O[C@H](n2cnc3c(/C=C(\O)c4ccccc4)ncnc32)[C@H](O)[C@@H]1O | -0.8%[15.4 µM] | ? | nt | -14.2%[11.4 µM] | -2.1%[9.17 µM] | -4.8%[11.5 µM] | ? | i | 0.9%[9.22 µM] | -0.7%[11.5 µM] | -0.7%[15.4 µM]
C/C(N)=C(/C#N)C(=O)CSc1nnc(Nc2cccc(C)c2C)s1 | 0.5% | i | 32.9%[activator] | -5.2% | 3.2% | -5.1% | i | i | 2.3% | 2.0% | 1.8%

Additional results
Compound | BRCT inh red | A350 fluor | USP2a inhib | HEK293 cAMP cs | UbGFP stabilizer | Caspase-7 inhib | 4MU fluor | Fluorescein fluor | GFP derepression | Casp1 inh | BRCT PPI green
O=C(Nc1cccc(F)c1)N1CCCC2(CCNCC2)C1 | -1.1% | ? | 10.5% | 8.9% | 3.6% | -1.3% | ? | i | -2.3%[9.22 µM] | -4.4% | -2.4%
CC1CCN(CCCNC(=O)c2cc3c(=O)n(C)c4ccccc4c3n2C)CC1 | -1.2% | nt | nt | 2.4% | 4.5% | 0.2% | nt | nt | nt | -0.5% | 3.4%
COc1ccccc1-c1nnc(N(C)C(=O)C2CCCO2)s1 (stereo not drawn) | -8.7% | i | -3.0% | 0.8% | -3.4% | 6.1% | i | ? | 0.0% | -0.2% | -8.4%
O=C(CCCN1C(=O)CCC1=O)Nc1ccc2c(c1)OCO2 | 1.1% | i | 4.7% | 4.9% | 5.7% | -3.3% | i | i | 0.0% | 0.5% | -3.1%
CCOc1cccc2c1OC1(C)CC2NC(=O)N1c1ccc(OC)cc1 (stereo not drawn) | -0.4% | i | -5.5% | -2.8% | 9.7% | 0.6% | i | ? | -2.3% | 1.8% | -0.8%
CCCn1c(C(O)c2ccc3c(c2)OCO3)nc2ccccc21 (stereo not drawn) | -0.3% | i | ? | 17.9% | 0.2% | -0.2% | i | i | 3.8% | 2.1% | -0.8%
CCN(CC)CCOc1ccc(Br)cc1 | 0.8% | nt | -4.6% | 10.6% | 8.3% | 0.9% | nt | nt | 0.6% | -2.7% | 0.0%
Nc1ncc(Br)cc1S(=O)(=O)NCCC(=O)N1CCN(c2ncccn2)CC1 | 0.2% | 2.01e-08M* | 3.9% | 6.4% | 6.9% | -0.8% | 2.02e-08M* | i | -2.8% | -1.2% | -2.0%
O=C(Cn1cnc2scc(-c3ccccc3)c2c1=O)N1CCOCC1 | 0.2% | ? | -1.9% | -0.7% | 8.1% | 1.5% | i | i | -1.6% | 0.4% | 0.4%
O=S(=O)(c1ccc(Cl)s1)N1CCN(C/C=C/c2ccccc2)CC1 | -1.5% | i | 1.4% | 10.8% | 10.2% | 0.4% | i | ? | -1.3% | -1.8% | -1.3%

(continued)
Compound | BRCT inh red | A350 fluor | USP2a inhib | HEK293 cAMP cs | UbGFP stabilizer | Caspase-7 inhib | 4MU fluor | Fluorescein fluor | GFP derepression | Casp1 inh | BRCT PPI green
Cn1nnc2cc(C(=O)NCc3ccc4c(c3)OCO4)ccc21 | 0.0% | i | -4.9% | 19.8% | -5.2% | 0.8% | i | i | 4.7% | 1.6% | -0.1%
CCCNC(=O)OC[C@@H]1O[C@H](CCO/N=C(\C)CCN2CCCc3nc(C)c(C)cc32)C=C[C@@H]1Oc1ccc(OC)cc1 | 0.9%[15.4 µM] | nt | nt | 7.0%[11.4 µM] | nt | -5.1%[11.5 µM] | nt | nt | nt | -4.3%[11.5 µM] | -3.2%[15.4 µM]
CCOC(=O)c1c(C)oc2c1c(C=NC1CCS(=O)(=O)C1)c(O)c1ccccc12 (stereo not drawn) | -0.2% | i | 1.9% | -2.3% | 0.3% | -0.9% | i | i | 2.3% | -2.5% | 0.7%
Cc1nn(C)c(C)c1CN(C)C(=O)c1cc2n(n1)C(C(F)(F)F)CC(c1cccs1)N2 (stereo not drawn) | 0.5% | i | 21.9% | 12.8% | 0.0% | -7.6% | i | ? | 4.0% | -1.6% | 0.3%
C=C1C(=O)OC2C[C@@]3(C)CCCC(C)C3=CC12 (stereo partly drawn) | -0.2% | nt | 0.1% | nt | nt | -1.1% | nt | nt | nt | -3.2% | -1.1%
COc1ccccc1N1CCN(c2cc(C)nc3nc(C)nn23)CC1 | -1.1% | nt | nt | -0.2% | -2.9% | -1.8% | nt | nt | 0.0% | -1.9% | 0.4%

Record cards, as listed above. Order of screens: BRCT inh red, A350 fluor, USP2a inhib, HEK293 cAMP cs, UbGFP stabilizer, Caspase-7 inhib, 4MU fluor, Fluorescein fluor, GFP derepression, Casp1 inh, BRCT PPI green
Cn1nnc2cc(C(=O)NCc3ccc4c(c3)OCO4)ccc21 in the list: 0.0%, i, -4.9%, 19.8%, -5.2%, 0.8%, i, i, 4.7%, 1.6%, -0.1%
COc1ccccc1N1CCN(c2cc(C)nc3nc(C)nn23)CC1 in the list: -1.1%, nt, nt, -0.2%, -2.9%, -1.8%, nt, nt, 0.0%, -1.9%, 0.4%
